Screens: PubChem BioAssay, The Scripps Research Institute Molecular Screening Center
SRC1 TRFRET art: counter-screen for PPARgamma SRC-1 recruitment agonists: TR-FRET artefact. TR-FRET detection artefact counter-screen, emission ratio; hits give high values. AID 1051. TR-FRET ratio at 8 µM. 0.34% of 99,000 active; in the data active = TR-FRET ratio above about 2300; note: inactives centre near 1800; reference of the scale not given here
SRC3 TRFRET art: flags TR-FRET format artefacts in PPARgamma SRC-3 recruitment agonist screen | TR-FRET artefact counter-screen, PPARgamma/SRC-3 format; hits give high values | TR-FRET ratio at 8 µM | 0.39% of 99,000 active | AID 1048; in the data active = TR-FRET ratio above about 2000; note: inactives centre near 1600; reference of the scale not given here
The depositor's hits bear a star. These rows are one share of the data; count on the stated rates, not on these rows.

SMILES	SRC1 TRFRET art	SRC3 TRFRET art
O=C(NC1CCCCCC1)c1c2c(nc3ccccc13)CCN(Cc1ccccc1)C2	1726	1784
O=C(CCNC(=O)c1ccccc1)NCC1CCCCC1	1644	1700
CC1CN(C(=O)Nc2ccc3snnc3c2)c2ccccc21 (stereo not drawn)	1726	1728
Cc1ccc2c(c1)C(c1ccc([N+](=O)[O-])cc1)=NNC(c1ccc(Br)cc1)=N2	1871	1564
O=C(NCc1cccnc1)/C(=C\c1ccc(-c2ccc(Br)cc2)o1)S(=O)(=O)c1ccccc1	1945	1738
Cc1ccc(C(=O)NCC(=O)OC(C)C(=O)NCCC2=CCCCC2)cc1C (stereo not drawn)	1330	1299
NC(=O)c1ccccc1NC(=O)c1ccccc1S(=O)(=O)c1ccccc1[N+](=O)[O-]	1789	1546
Cc1ccccc1NC(=O)COC(=O)c1ccc(CSc2ccc(Cl)cc2)cc1	1926	1504
O=C(CC1SCCNC1=O)Nc1ccc(Cl)c(Cl)c1 (stereo not drawn)	1932	1805
COc1ccc(CCNC(=O)c2cn3ccc(C)cc3n2)cc1OC	1662	1737
COc1ccc(NC(=O)CCSCCC(=O)Nc2ccc(OC)cc2OC)c(OC)c1	1708	1504
CCc1ccccc1NC(=O)Nc1cccc(F)c1	1548	1437
O=C(c1ccc(NS(=O)(=O)c2cccc3cccnc23)cc1)N1CCCCC1	1788	1650
Cc1ccc(S(=O)(=O)NC(=NC(C)C)c2ccccc2)cc1	2016	1445
COc1ccc(C)cc1NC(=O)c1nnn(Cc2cccc(C(F)(F)F)c2)c1N	1746	1302
O=C(NCc1ccncc1)c1cncc(Br)c1	1745	1371
CC1=C(C(=O)Nc2ccccn2)C(c2ccc(Cl)cc2Cl)NC(=S)N1 (stereo not drawn)	1943	1638
CCC1CCC(c2nnc(-c3ccc([N+](=O)[O-])cc3)o2)CC1 (stereo not drawn)	1831	1677
CC(C)N1CSC(=S)N(Cc2ccccc2)C1	1565	1474
COc1ccc(C)cc1N(C(=O)COc1cccc(F)c1)c1nc2ccccc2s1	1749	1603
COc1ccc(-c2csc(NC(=O)c3cccs3)c2C(=O)O)cc1OC	2082	1611
CN(Cc1ccccc1)c1nc(N)c([N+](=O)[O-])c(NCc2ccccc2)n1	1664	1545
N/C(=N\c1nc2c(c(=O)[nH]1)CCC2)Nc1cccc(Cl)c1	1838	1649
CCOC(=O)C1(Cc2cccc(OC)c2)CCN(C(C)CC(C)(C)O)CC1 (stereo not drawn)	1794	1479
CCN1CCN(C(=O)/C=C/c2ccc([N+](=O)[O-])cc2)CC1	1700	1443

In the list so far, these contain four or more nitrogen atoms.
SMILES	SRC1 TRFRET art	SRC3 TRFRET art
CC1CN(C(=O)Nc2ccc3snnc3c2)c2ccccc21 (stereo not drawn)	1726	1728
Cc1ccc2c(c1)C(c1ccc([N+](=O)[O-])cc1)=NNC(c1ccc(Br)cc1)=N2	1871	1564
COc1ccc(C)cc1NC(=O)c1nnn(Cc2cccc(C(F)(F)F)c2)c1N	1746	1302
CC1=C(C(=O)Nc2ccccn2)C(c2ccc(Cl)cc2Cl)NC(=S)N1 (stereo not drawn)	1943	1638
CN(Cc1ccccc1)c1nc(N)c([N+](=O)[O-])c(NCc2ccccc2)n1	1664	1545
N/C(=N\c1nc2c(c(=O)[nH]1)CCC2)Nc1cccc(Cl)c1	1838	1649

Continuation.
SMILES	SRC1 TRFRET art	SRC3 TRFRET art
CCOC(=O)c1cc(-c2ccc(C)cc2)nc2nc(SC)[nH]c(=O)c12	1667	1473
CCCC(=O)NC(c1ccccc1OC)c1ccc2cccnc2c1O (stereo not drawn)	1830	1619
CCn1cc(/C=N\NC(=O)c2c[nH]c3ccccc23)c(C)n1	1862	1528
O=C(c1cccc(C(F)(F)F)c1)C1CCCN(C(=O)CCc2cnccn2)C1 (stereo not drawn)	1857	1656
Cc1ccccc1N(CC(=O)N1CCOCC1)S(C)(=O)=O	1869	1633
O=C(c1cc(Sc2ccc(Cl)cc2)nc2ccccc12)N1CCN(c2ccccn2)CC1	2009	1666
O=C(NCCOCCOCCNC(=O)c1ccccc1)c1ccccc1	1500	1502
CC1(C)CC(=O)C2=C(C1)OC1=C(C2)C(=O)CC(C)(C)C1	1798	1598
Nc1nc(NC(=O)C(Cl)(Cl)Cl)nn1-c1ccccc1	1859	1771
COc1cccc(NC(=O)COC(=O)CCS(=O)(=O)c2ccc(C)cc2)c1	1906	1697
O=C1CCc2cc(S(=O)(=O)N3CCC(C(=O)NCc4ccccn4)CC3)ccc2N1	1796	1739
COc1ccc(-c2nc(C)sc2CC(=O)O)cc1OC	1511	1523
Clc1ccc(SCCn2ccnc2)cc1	1912	1663
COc1cc(NC(=S)NNC(=O)C(C)(C)O)cc(OC)c1	1750	1559
CCOC(=O)[C@@H]1C(c2c(OC)cc(OC)cc2OC)=NO[C@@H]1C(=O)OCC	1558	1734
COC(=O)COc1ccc(S(=O)(=O)Nc2cc([N+](=O)[O-])ccc2C)cc1	2191	1511
Cn1c(N/N=C/c2cccs2)nc2c1c(=O)n(Cc1ccccc1)c(=O)n2C	1895	1428
CC(C)N1C/C(=C/c2ccsc2)C(=O)/C(=C/c2ccsc2)C1	1770	1522
Cn1c(N)c(C(=O)COC(=O)CCCc2nc3ccccc3s2)c(=O)n(C)c1=O	1699	1695
COC(=O)c1ccc(C(C(=O)NC2CCCCC2)N(Cc2ccccc2)C(=O)Cc2cccs2)cc1 (stereo not drawn)	1693	1560
O=S(=O)(Nc1ccc(Cl)nn1)c1ccccc1	1662	1488
CCCCC(C(=O)OCC)C(N)Cc1ccc(F)cc1 (stereo not drawn)	1814	1722
CCN=C1S/C(=C\c2ccc(OCC)c(OC)c2)C(=O)N1CC	1872	1546
CN(C(=O)n1cnc2ccccc21)c1ccccc1	1692	1352
CCC/S(C)=N/S(=O)(=O)c1ccc(C)cc1 (stereo not drawn)	1698	1506

(next part)
SMILES	SRC1 TRFRET art	SRC3 TRFRET art
COc1cccc(/C=N/NC(=O)C(C)n2nnc3ccccc32)c1 (stereo not drawn)	1871	1631
COc1cc(OC)c2cc[nH]c2c1	1927	1588
Cc1cnc(C)c(N2CCN(Cc3nc(-c4cccc(F)c4F)oc3C)CC2)n1	1837	1728
CC(=O)c1cccc(NC(=O)c2ccc(Br)o2)c1	1804	1377
Cc1cccc(-c2nc3ccccc3c(=O)n2NC(=S)N(C)C)c1	1896	1454
CCN(CC)S(=O)(=O)c1ccc(S(=O)(=O)N2CCCC2)cc1	1833	1729
CCOCCCNC(=O)Cc1ccc(Br)cc1	1629	1467
Cc1ccc(C2C=C(c3ccccc3OC(F)F)Nc3ncnn32)cc1 (stereo not drawn)	1895	1755
CC(=O)OCC1OC(n2ncc(=O)n(Cc3ccccc3)c2=O)C(OC(C)=O)C1OC(C)=O (stereo not drawn)	1780	1522
CSc1ccc(/C=N/Nc2ccc(Cl)c(C(=O)O)c2)cc1	1896	1680
CN(Cc1ccccc1)C(=S)NC(=O)c1ccc(-c2ccccc2)cc1	2001	1615
Cc1ccc(-c2nc(C)sc2CC(=O)Nc2cccc(C)c2C)cc1	1926	1695
O=C(NCCCN1CCOCC1)c1cc2c(=O)[nH]c3ccccc3c2s1	2169	1736
CC(=O)Nc1ccccc1NC(=O)c1cccc2ccccc12	1407	1442
Cc1cc2nc3c(c(C(F)(F)F)n2n1)CCCC3	1683	1739
O=S(=O)(Nc1ncccn1)c1ccc(NS(=O)(=O)c2cccc(Cl)c2Cl)cc1	1884	1558
Cc1ccc(Cl)cc1N1CCN(C(=S)NCc2ccco2)CC1	1827	1516
Cc1cc(NC(=O)C23CC4CC(C2)CC(n2cnc([N+](=O)[O-])n2)(C4)C3)no1	2023	1411
CCN(CC)C(=O)c1[nH]cnc1C(=O)N[C@@H](C)C(=O)OC(C)(C)C	1776	1625
Cc1cc(C)nc(-n2nc(C)cc2NC(=O)CN2CCCC2)n1	1842	1605
O=C(Oc1ccccc1)c1ccc(NC(=O)c2ccco2)cc1	1887	1860
CCN(CC)S(=O)(=O)c1cc(C(=O)N(C)CC(=O)Nc2ccc(Cl)cc2)ccc1Cl	1824	1567
CCn1c2ccccc2c2nnc(NN)nc21	1410	1356
O=C(CN(Cc1cccs1)C(=O)CCC(=O)Nc1ccccn1)NCc1ccccc1	1750	1673
O=C(COC(=O)Cc1c(Cl)cccc1Cl)Nc1ccc(OC(F)(F)F)cc1	1735	1587

Overlap with the part before: 2 entries, followed by the next part.
SMILES	SRC1 TRFRET art	SRC3 TRFRET art
O=C(CN(Cc1cccs1)C(=O)CCC(=O)Nc1ccccn1)NCc1ccccc1	1750	1673
O=C(COC(=O)Cc1c(Cl)cccc1Cl)Nc1ccc(OC(F)(F)F)cc1	1735	1587
Cc1cccc(NC(=O)CN2C(=O)S/C(=C\c3ccccn3)C2=O)c1	1656	1598
NC1=NC(=O)/C(=C\c2cc([N+](=O)[O-])ccc2Cl)S1	1642	1398
Cc1ccn2cc(C(=O)Nc3nnc(C)s3)nc2c1	1776	1669
O=C(C[n+]1ccccc1)N/N=C/c1ccc(F)cc1	1681	1732
CCCCCc1nnc(NC(=O)c2ccc(=O)n(C)n2)s1	1954	1510
O=C(COc1ccccc1)Nc1ccc2[nH]c(=O)[nH]c2c1	1786	1571
Cc1ccccc1-n1nc(C)c2c1N=C1C(Cl)=CC(Cl)=CN1C2c1ccc(C(=O)O)cc1 (stereo not drawn)	1873	1660
CCc1nn(CC(=O)NCCCN(CC)c2cccc(C)c2)c(=O)c2cc3occc3n12	1892	1641
C=CCOC(=O)c1[nH]c2c(c1C)C(=O)CC(c1cc(OC)c(OC)c(OC)c1)C2 (stereo not drawn)	1780	1761
CCc1cccc2c(N=O)c(O)[nH]c12	1633	1649
CCOC(=O)c1ccc(NC(=S)N(CCCN2CCCCC2)Cc2ccco2)cc1	1779	1746
CCCn1c(O)c(N=N)c2ccccc21	1912	1513
OCCCCNCc1cc(Br)ccc1OCc1ccccc1F	1641	1433
COc1cccc(NC(=S)NNC(=O)Cn2nc(C(F)(F)F)cc2C)c1	1626	1636
CC(C)(C)c1ccc(/C=N/OCC(=O)NCc2ccccc2)cc1	1501	1568
O=C(Nc1nnc(SCc2ccccc2F)s1)c1ccco1	1496	1628
CC(=O)N1CC(=O)N=C1SCC(=O)Nc1nc(C)c(-c2ccccc2)s1	1846	1512
CC(C)(C)NC(=O)CSc1nc(N)c(NC(=O)c2ccccc2F)c(=O)[nH]1	1832	1556
O=C(NCc1ccco1)c1cccnc1Cl	1673	1556
Oc1c(Br)cc(Br)cc1C=Nc1ccc2c(c1)OCO2	1805	1555
Cc1cccc(NC(=O)COC(=O)Cc2cccc(C(F)(F)F)c2)c1C	1665	1522
O=C(N/N=C/c1ccc[nH]1)c1cccc(Br)c1	1813	1691
COCCSc1ccccc1C(=O)N1CCC(Cc2ccccc2)CC1	2085	1648
COc1ccccc1NC(=S)N(CCN1CCOCC1)Cc1ccccc1F	2073	1815
Cc1ccccc1-c1nnn(Cc2ccc(-c3nn[nH]n3)cc2)n1	1655	1582

Reformatted bar-delimited: 6 of the compounds above
Compound | SRC1 TRFRET art | SRC3 TRFRET art
COc1cccc(NC(=S)NNC(=O)Cn2nc(C(F)(F)F)cc2C)c1 | 1626 | 1636
CC(C)(C)c1ccc(/C=N/OCC(=O)NCc2ccccc2)cc1 | 1501 | 1568
O=C(Nc1nnc(SCc2ccccc2F)s1)c1ccco1 | 1496 | 1628
CC(=O)N1CC(=O)N=C1SCC(=O)Nc1nc(C)c(-c2ccccc2)s1 | 1846 | 1512
CC(C)(C)NC(=O)CSc1nc(N)c(NC(=O)c2ccccc2F)c(=O)[nH]1 | 1832 | 1556
O=C(NCc1ccco1)c1cccnc1Cl | 1673 | 1556

Later entries:
SMILES	SRC1 TRFRET art	SRC3 TRFRET art
COc1cc2[nH]c(=S)n(Cc3ccccc3)c(=O)c2cc1OC	1768	1799
CC(=O)NS(=O)(=O)c1ccc(N=NN2CCCCCC2)cc1	1575	1385
OCCOc1cccc(CN2CCC(CO)(CCOc3ccccc3)CC2)c1	1670	1544
Cc1ccc(/C=C/C(=O)Nc2cccc3cccnc23)o1	1803	1482
Cc1ccc(CCC(=O)Nc2ccccc2F)s1	1926	1546
CN1CCN(CCC(=O)Nc2ccc(Br)cc2)CC1	1786	1687
O=C(CCCn1c(=O)[nH]c2ccccc2c1=O)Nc1ccc(F)cc1	1756	1439
COC(=O)C1CC(O)CN1C(=O)Nc1ccccc1 (stereo not drawn)	1637	1372
O=C(CN1C(=O)CCS(=O)(=O)c2ccccc21)NCc1ccc2c(c1)OCO2	1705	1827
O=C(Nc1cccc(F)c1)c1ccccc1-c1ccccc1	1574	1578
COc1ccc(C2C3=C(CC(C)(C)CC3=O)Nc3n[nH]c(C)c32)cc1 (stereo not drawn)	1496	1717
COc1ccc2c(c1)c(CC(=O)Nc1ccc(C(C)=O)cc1)c(C)n2C(=O)c1ccc(Cl)cc1	1702	1848
CCOC(=O)/C(=C/C=C1\Sc2cc(OCC)c(OCC)cc2N1CC)C(C)=O	1691	1302
COc1ccccc1C(=O)NN=C1CCN(Cc2ccccc2)CC1	2103	1517
Cc1noc(C)c1C(=O)OC(C)C(=O)Nc1ccc(S(=O)(=O)NC(C)C)cc1 (stereo not drawn)	1814	1482
COc1ccccc1/C=N/NC(=O)CNC(=O)c1ccc(S(=O)(=O)N(C)C)cc1	1572	1507
COc1ccc(C(=O)NCC(=O)N/N=C/C=C/c2ccccc2)cc1OC	1727	1654
O=C(CN1CCN(c2ccc(Cl)cc2)CC1)NCc1cccs1	1665	1708
O=C(CNC(=O)c1ccc(N2C(=O)c3ccccc3C2=O)cc1)OCC(=O)c1ccccc1	1731	1677
N#Cc1ccccc1Cn1c(=O)n(CCC(=O)NCc2ccco2)c(=O)c2ccccc21	1705	1500
O=C(C1=C[C@@H](C2CC2)C[C@@H](OCCCCO)O1)N1CCN(Cc2ccccc2)CC1	1862	1617
O=C(N/N=C/c1ccc(N2CCOCC2)s1)c1ccccc1Cl	1616	1388
Cc1ccc(CN2C(=O)N/C(=C\c3ccc(N4CCOCC4)cc3)C2=O)cc1	1857	1546
O=C(Nc1ccccc1Cl)c1cc[n+](Cc2ccc([N+](=O)[O-])cc2)cc1	1756	1726
O=C(/C=C\c1ccc2c(c1)OCO2)NC1(C(=O)Nc2ccc3c(c2)OCCO3)CCCCC1	1603	1540
